Screening data from PubChem BioAssay.
PTAP TSG101 blk: blocks PTAP/TSG101 interaction to inhibit HIV-1 budding; Potency, µM (top dose mostly 115 µM), for inactives: top-dose activity change, negative = inhibition, usual class: inhibitors; AID 493005; 340,000 tested, under 10 active; Fluorescence polarization, FITC-PTAP peptide / Tsg101 binding; active = well fitted inhibition curve with a large enough effect in the main read-out, with a control signal flat, not every such curve was filed as active; inconclusive = small, poorly fitted or top-dose-only effect, or effect the other way, or a change in a side signal; inactive = no such curve, though single readings can be large or run the other way; also: potency is read from the fitted curve at half-maximal effect; % of control where 0% means no effect
Target sequence (Q99816 whole entry, looked up): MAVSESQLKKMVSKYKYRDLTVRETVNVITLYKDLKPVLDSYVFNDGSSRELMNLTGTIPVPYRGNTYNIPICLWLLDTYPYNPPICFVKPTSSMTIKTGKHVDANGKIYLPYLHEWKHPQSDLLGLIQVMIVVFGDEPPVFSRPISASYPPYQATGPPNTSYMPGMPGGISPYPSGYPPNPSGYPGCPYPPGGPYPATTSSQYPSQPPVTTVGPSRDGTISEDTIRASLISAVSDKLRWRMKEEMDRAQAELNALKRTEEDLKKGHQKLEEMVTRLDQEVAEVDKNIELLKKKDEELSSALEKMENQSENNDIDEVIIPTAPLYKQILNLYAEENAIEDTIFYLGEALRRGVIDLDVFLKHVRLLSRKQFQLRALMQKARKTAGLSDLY
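FP read-out: FITC-PTAP peptide, 50 nM final, binding Tsg101 binding domain, 10 uM final; 20 min, r.t.; 10 mM HEPES pH 7.5, 0.15 M NaCl, 0.01% Tween 20, 3 mM EDTA, 0.1 mM TCEP.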
BCR signal inh: inhibitors of chronic active B-cell receptor signaling. ABC-DLBCL IkBa-CBG/CBR reporter, luminescence ratio, 4 h. Potency, µM (series often up to 46.1 µM), for inactives: top-dose ratio change, negative = lower green/red ratio, actives largely listed as inhibitors. actives 0.05% (n = 340,000). AID 493014; active = well fitted inhibition curve with a large enough effect in the signal ratio, with a control signal flat, not every such curve was filed as active; inconclusive = small, poorly fitted or top-dose-only effect, or effect the other way, or a change in a side signal; the % refers to the signal ratio;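 also: potency is read from the fitted curve at half-maximal effect; plate controls were basal doxycycline-induced cells for no effect and cells given 10 µM MG132 for full effect; MG132 reads +100%, hits lower the ratio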
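Compounds up to 46 uM were incubated four hours with TMD8 cells whose green CBG68 luciferase is fused to IkappaBalpha; red CBR luminescence normalised the signal, and concentration-effect curves were fitted to fusion, red and ratio data.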
Eya2 phos inh: blocks the phosphatase activity of human Eya2 | O00167 | recombinant Eya2, OMFP fluorescence dephosphorylation (OMFP is methylfluorescein phosphate) | Potency, µM (highest dose often 76.9 µM), inactives show at the highest dose activity, negative = inhibition, most hits filed as inhibitors | actives 0.006% (n = 330,000) | AID 488837; also: potency is read from the fitted curve at half-maximal effect; % is scaled to controls: 0 for no effect and ±100 for the full control effect
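Eya2 (0.2 uM) preincubated 10 min at ambient with compound, then OMFP substrate added at 50 uM; 10 min reaction in 50 mM HEPES pH 7.5, 50 mM NaCl, 5 uM MgCl2, 0.05% BSA, 1 mM DTT. Fluorescence read at Ex 485/Em 525 nm.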
Mito fusion act: inhibitors of mitochondrial division or activators of mitochondrial fusion. actives 0.23% (n = 320,000). S. cerevisiae fusion-defective mutant growth rescue, CellTiterGlo 48 h. Potency, µM (top dose mostly 46.1 µM), without a hit: at the highest dose growth rescue (activation), hits mostly activators. AID 485298;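 also: potency is read from the fitted curve at half-maximal effect; % of control where 0% means no effect; nearly all actives have a fitted effect of over 45% in size; temperature-sensitive fusion mutants such as fzo1-1 at 37 °C on non-fermentable ethanol glycerol medium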
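S. cerevisiae fusion-defective temperature-sensitive mutants (e.g. fzo1-1, mgm1-5) grown 48 h at 37C in YPEG (ethanol/glycerol non-fermentable) medium with 23 nl compound per well; growth rescue read as CellTiterGlo luminescence.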
ELG1 repair inh: inhibitors of ELG1-dependent DNA repair in HEK293T cells; HEK293T ELG1-luciferase reporter, luminescence, 16 h; DNA damage induced by 5-fluorouridine; Potency, µM (doses to about 46.1 µM), inactives show top-dose activity change, negative = inhibition, most hits filed as inhibitors; actives 2.3% (n = 330,000); also: potency is read from the fitted curve at half-maximal effect; % is scaled to controls: 0 for no effect and ±100 for the full control effect; nearly all actives have a fitted effect of over 55% in size
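Reporter activity after DNA damage by 5-fluorouridine is monitored. Compound-treated cells incubate 16 hr at 37 °C, then ONE-Glo is added for 30 min before luminescence reading.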
Tb PFK block: blocks T. brucei phosphofructokinase. T. brucei PFK, ADP-Glo luminescence. Potency, µM (series often up to 57.5 µM), inactives show at the top dose activity, negative = inhibition, usual class: inhibitors. actives 0.17% (n = 330,000). O15648. AID 485367;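 also: potency is read from the fitted curve at half-maximal effect; 0% = uninhibited 1x PFK enzyme wells and -100% = no-enzyme wells; nearly all actives have a fitted effect of over 60% in size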
Target sequence (O15648 whole entry, looked up): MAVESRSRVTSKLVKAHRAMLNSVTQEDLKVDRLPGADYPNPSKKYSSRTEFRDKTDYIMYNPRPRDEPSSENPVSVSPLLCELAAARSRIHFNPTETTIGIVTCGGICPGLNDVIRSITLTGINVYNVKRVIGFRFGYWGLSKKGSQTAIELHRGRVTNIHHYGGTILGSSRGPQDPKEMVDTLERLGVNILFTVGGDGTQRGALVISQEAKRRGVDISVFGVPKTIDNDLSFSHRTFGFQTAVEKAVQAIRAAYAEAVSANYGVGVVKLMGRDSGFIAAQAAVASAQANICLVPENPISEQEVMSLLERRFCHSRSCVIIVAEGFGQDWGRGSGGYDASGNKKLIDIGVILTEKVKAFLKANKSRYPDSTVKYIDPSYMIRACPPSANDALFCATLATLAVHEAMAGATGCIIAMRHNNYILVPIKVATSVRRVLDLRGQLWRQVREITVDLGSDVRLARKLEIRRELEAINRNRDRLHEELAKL
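ADP-Glo luminescence quantified ADP after 45 min at room temperature, with 1.25 nM T. brucei PFK, 0.1 mM ATP and 0.5 mM fructose-6-phosphate in pH 8.0 TEA buffer. qHTS titrations up to 57 µM; curves classified by quality.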
Integrin act MD: activates integrin-mediated alleviation for muscular dystrophy | actives 0.064% (n = 350,000) | alpha7betagal myoblasts, beta-gal FDG fluorescence, 48 h | Potency, µM (highest dose often 38.3 µM), for the others: at the top dose activation, usual class: activators;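 also: potency is read from the fitted curve at half-maximal effect; 100% = response of the positive control SU9516; nearly all actives have a fitted effect of over 60% in size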
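Alpha7betagal+/- myoblasts (passage 13) were plated 16-24 hr, then exposed to compounds (1:260 dilution of DMSO stock) for 48 hours at 37C. After MPER lysis, β-galactosidase reporter activity was read as FDG fluorescence (ex 480/em 540) after 30 minutes.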
S-ASM inh: blocks human secretory acid sphingomyelinase; P17405; placental ASM, HMU-PC fluorogenic substrate, 60 min; actives 0.006% (n = 340,000); Potency, µM (titrated, usually from 57.5 µM), inactives show at the highest dose activity change, negative = inhibition, hits mostly inhibitors; AID 504937; also: potency is read from the fitted curve at half-maximal effect
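HMU-PC0 cleavage (9 uM final) by human placental ASM, 60 min at 37 °C following 10 min compound exposure at RT; stopped at pH 10, fluorescence Ex 386/Em 447 nm.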
TCR activator: activators of T cell receptors; AID 504894; Potency, µM (series often up to 9.22 µM), inactives show at the top dose activation of IL-2 secretion, usual class: activators; 330,000 tested, under 10 active; primary human leukocytes, anti-CD3, IL-2 HTRF, 48 h; also: % of control where 0% means no effect
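Readout: HTRF IL-2, Eu-cryptate/d2 antibody pair, 320nm excitation, 665nm emission. Stimulus: a-CD3 beads, no co-stimulation. Cells: primary human leukocytes. Exposure: 48 hr with compound.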
A-T KAP1 phos: candidate therapy for ataxia-telangiectasia | […] A-T fibroblasts, KAP-1 phosphorylation AlphaLISA; neocarzinostatin DNA damage 30 min before lysis | Potency, µM (titrated, usually from 57.5 µM), for the others: at the highest dose activation, usual class: activators | actives 0.19% (n = 320,000); also: potency is read from the fitted curve at half-maximal effect; % of control where 0% means no effect; nearly all actives have a fitted effect of over 45% in size
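ATM-like activity read as KAP-1 phosphorylation via AlphaLISA donor/acceptor antibody pairs after lysis and 6 hr at 25C. Cells were ATM-null patient fibroblasts ([…], hTERT), dosed 60 min, then exposed to the DSB inducer NCS for 30 min.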
TSHR antag: blocks TSH signaling through the human TSH receptor. P16473. TSHR-expressing cells, TSH-stimulated cAMP HTRF, 2 h; stronger effect = lower value. activity change, negative = inhibition, % at 11.5 µM. actives 0.2% (n = 330,000);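 active = activity change below a set negative limit, meaning inhibition stronger than a set level, cut at about -70% in these data; inconclusive = activity change between two set negative limits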; also: % is scaled to controls: 0 for no effect and ±100 for the full control effect
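Read-out is FRET at 665 nm (cryptate excitation 337 nm) from a cryptate-tagged anti-cAMP antibody, competed by cell cAMP against cAMP-d2. Compounds are tested on freshly harvested TSHR cells challenged with 4nM TSH (EC80) for 2 hours at 37 deg C.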
* hit, by the source's call; [ ] = remark or other dose. Unless noted, calls follow the shape of the dose curve; as a rule, active = well fitted curve in the direction sought with a large enough effect; inconclusive = small, poorly fitted or top-dose-only effect, or another doubt; inactive = no such curve, though single readings can be large; an effect the other way counts as inactive or inconclusive.

For COc1cccc2cc(/C(C)=N/Nc3nc(-c4cc(C)ccc4C)cs3)c(=O)oc12 the results were PTAP TSG101 blk 2.0%, BCR signal inh -6.0%, Eya2 phos inh 7.6%, Mito fusion act -9.3%, ELG1 repair inh 6.5%, Tb PFK block 1.0%, Integrin act MD 9.4%, S-ASM inh -3.1%, TCR activator 1.5%, A-T KAP1 phos -7.2% and TSHR antag 1.1.
CC(NC(=O)c1ccco1)C(c1cccs1)N1CCN(c2ccc(F)cc2)CC1 (centres undefined) was read as PTAP TSG101 blk -6.1%, BCR signal inh -2.1%, Eya2 phos inh -13.7%, Mito fusion act 2.6%, ELG1 repair inh inconclusive, Tb PFK block -1.7%, Integrin act MD 4.2%, S-ASM inh 1.3%, A-T KAP1 phos 4.0% and TSHR antag -42.6.
`Cc1ccc(S(=O)(=O)N2CCN(C(=O)COC(=O)c3cccc(Cl)c3)CC2)c(C)c1` gave PTAP TSG101 blk 3.6%, BCR signal inh 1.8%, Eya2 phos inh 0.6%, Mito fusion act 7.7%, ELG1 repair inh -1.3%, Tb PFK block 5.7%, Integrin act MD 19.9%, S-ASM inh 1.2%, TCR activator -3.3%, A-T KAP1 phos -3.2% and TSHR antag -14.9.
Screening CCOC(=O)c1cc(C(C)(C)C)n(CCCN2CCOCC2)c1C returned PTAP TSG101 blk -1.9%, BCR signal inh 1.4%, Eya2 phos inh -6.7%, Mito fusion act -4.5%, ELG1 repair inh 3.0%, Tb PFK block 0.4%, Integrin act MD -27.2%, S-ASM inh 5.4%, TCR activator 9.5%, A-T KAP1 phos 1.0% and TSHR antag -0.2.
Screening O=C(Nc1ccccc1)c1ccc(NCCN2C(=O)CCC2=O)c([N+](=O)[O-])c1 returned PTAP TSG101 blk -2.2%, BCR signal inh inconclusive, Eya2 phos inh -3.1%, Mito fusion act 4.6%, ELG1 repair inh inconclusive, Tb PFK block 2.7%, Integrin act MD 13.7%, S-ASM inh -9.1%, TCR activator 4.1%, A-T KAP1 phos -2.2% and TSHR antag 20.7.
O=C1CCc2cc(S(=O)(=O)NC(Cc3ccccc3)C(=O)NCC3CCCO3)ccc2N1 (centres undefined) was read as PTAP TSG101 blk 0.5%, BCR signal inh 4.6%, Eya2 phos inh 13.4%, Mito fusion act 2.4%, ELG1 repair inh 1.9%, Tb PFK block 2.4%, Integrin act MD -11.9%, S-ASM inh 2.2%, TCR activator -3.5%, A-T KAP1 phos 0.9% and TSHR antag 8.6.
Screening CC(C)NC(=O)NC(=O)COC(=O)c1ccc(F)cc1F returned PTAP TSG101 blk -2.1%, BCR signal inh -3.9%, Eya2 phos inh 5.1%, Mito fusion act -5.8%, ELG1 repair inh 13.1%, Tb PFK block -2.8%, Integrin act MD 9.0%, S-ASM inh 1.5%, TCR activator 0.9%[46.1 µM], A-T KAP1 phos -3.6% and TSHR antag -18.0.
Screening CCn1c(C)c(C)c2cc(C(=O)NCCCN3CCN(C)CC3)ccc21 returned PTAP TSG101 blk -2.8%, BCR signal inh -4.9%, Eya2 phos inh 14.1%, Mito fusion act -1.0%, ELG1 repair inh 14.7%, Tb PFK block -1.2%, Integrin act MD -60.0%[inhibitor], S-ASM inh 2.8%, TCR activator -3.9%, A-T KAP1 phos 7.4% and TSHR antag 11.6.
Screening O=C(CC1C(=O)NCCN1CC(c1ccccc1)c1ccccc1)NCC1CCOCC1 (centres undefined) returned PTAP TSG101 blk -4.0%, BCR signal inh -3.0%, Eya2 phos inh 12.9%, Mito fusion act -1.5%, ELG1 repair inh 0.8%, Tb PFK block -13.1%, Integrin act MD 0.0%, S-ASM inh 7.0%, TCR activator -0.2%, A-T KAP1 phos 2.3% and TSHR antag 3.7.
Screening Cn1c(=O)n(C)c2cc(NC(=O)c3ccccc3[N+](=O)[O-])c(Br)cc21 returned PTAP TSG101 blk -3.5%, BCR signal inh inconclusive, Eya2 phos inh 0.7%, Mito fusion act 5.0%, ELG1 repair inh 0.0%, Tb PFK block 4.3%, Integrin act MD -21.4%, S-ASM inh -3.4%, TCR activator -3.9%, A-T KAP1 phos -7.9% and TSHR antag 10.9.
CCOc1ccc(CNC(=O)c2ccc(NC(=O)C3=CSCCO3)cc2)cc1 was read as PTAP TSG101 blk -1.7%, BCR signal inh 9.4%, Eya2 phos inh -2.2%, Mito fusion act 1.8%, ELG1 repair inh inconclusive, Tb PFK block -1.5%, Integrin act MD 26.1%, S-ASM inh -1.0%, TCR activator 1.2%, A-T KAP1 phos 6.1% and TSHR antag -7.7.
`COc1cc(OC)cc(-c2nc(=S)n3ccsc3n2)c1` gave PTAP TSG101 blk -1.8%, BCR signal inh 0.2%, Eya2 phos inh -9.4%, Mito fusion act 0.4%, ELG1 repair inh -3.6%, Tb PFK block -0.6%, Integrin act MD -1.4%, S-ASM inh 0.0%, TCR activator 1.7%, A-T KAP1 phos 2.1% and TSHR antag -5.7.
For CN(CCC#N)C(=O)COC(=O)/C=C/c1ccc2c(c1)OCO2 the results were PTAP TSG101 blk -2.0%, BCR signal inh -12.0%, Eya2 phos inh inconclusive, Mito fusion act -3.1%, ELG1 repair inh 0.2%, Tb PFK block 5.0%, Integrin act MD 0.3%, S-ASM inh 3.7%, TCR activator -8.5%, A-T KAP1 phos 0.2% and TSHR antag 17.8.
`COC(=O)CN(c1cc(OC)ccc1OC)S(=O)(=O)c1ccc(OC)c(OC)c1` gave PTAP TSG101 blk -4.3%, BCR signal inh 1.4%, Eya2 phos inh -4.4%, Mito fusion act 0.5%, ELG1 repair inh 0.5%, Tb PFK block 0.0%, Integrin act MD 6.4%, S-ASM inh 0.8%, TCR activator 2.0%, A-T KAP1 phos 0.7% and TSHR antag 1.6.
`CCN(CC)C(=O)CN1C(=O)C2CC=C(Cl)CC2C1=O` (centres undefined) gave PTAP TSG101 blk -4.8%, BCR signal inh 0.7%, Eya2 phos inh -28.8%, Mito fusion act 0.8%, ELG1 repair inh -4.8%, Tb PFK block 4.3%, Integrin act MD -24.3%, S-ASM inh 4.2%, TCR activator -7.9%, A-T KAP1 phos -6.3% and TSHR antag 11.0.
For COc1ccc(-c2nc(/C=C3\C(C)=Nc4ccccc43)c(O)o2)cc1 the results were PTAP TSG101 blk -2.3%, BCR signal inh 10.3%, Eya2 phos inh 1.9%, Mito fusion act -3.3%, ELG1 repair inh 15.4%, Tb PFK block -1.7%, Integrin act MD -17.0%, S-ASM inh inconclusive, TCR activator -7.5%, A-T KAP1 phos 19.9% and TSHR antag -11.5.
For O=C(/C=C/c1ccccc1)NC1CCS(=O)(=O)C1 (centres undefined) the results were PTAP TSG101 blk -3.4%, BCR signal inh -0.4%, Eya2 phos inh -7.4%, Mito fusion act -3.0%, ELG1 repair inh 5.6%, Tb PFK block 3.8%, Integrin act MD 8.8%, S-ASM inh 6.1%, TCR activator 8.7%[46.1 µM], A-T KAP1 phos -3.9% and TSHR antag 6.8.
CCCCSc1nc2ccc(Nc3nc(N4CCOCC4)nc(N4CCOCC4)n3)cc2s1 was read as PTAP TSG101 blk -4.7%, BCR signal inh 0.6%, Eya2 phos inh 5.4%, Mito fusion act 6.4%, ELG1 repair inh 16.4µM*, Tb PFK block -0.5%, Integrin act MD 16.5%, S-ASM inh inconclusive, TCR activator 2.4%, A-T KAP1 phos 4.4% and TSHR antag 1.6.
`CC1(C)CC(=O)C=C(CN2C(=O)c3ccccc3C2=O)C1=O` gave PTAP TSG101 blk 0.3%, BCR signal inh 2.3%, Eya2 phos inh 3.3%, Mito fusion act -5.2%, ELG1 repair inh 8.9%, Tb PFK block -0.9%, Integrin act MD -17.4%, S-ASM inh 1.0%, TCR activator -8.5%, A-T KAP1 phos 2.4% and TSHR antag -12.9.
O=S(=O)(c1ccc(-c2ccon2)s1)N1CCN(c2ccccn2)CC1 was read as PTAP TSG101 blk 0.7%, BCR signal inh 0.8%, Eya2 phos inh -8.1%, Mito fusion act 0.6%, ELG1 repair inh 6.7%, Tb PFK block 1.5%, Integrin act MD -22.1%, S-ASM inh -1.9%, TCR activator 0.8%, A-T KAP1 phos 8.0% and TSHR antag -29.4.
`CC(NC(=O)c1ccccc1SCC(=O)N1CCCC1)c1ccccc1` (centres undefined) gave PTAP TSG101 blk 0.4%, BCR signal inh 2.7%, Eya2 phos inh 27.0%, Mito fusion act -1.0%, ELG1 repair inh inconclusive, Tb PFK block 0.3%, Integrin act MD -11.5%, S-ASM inh 3.2%, TCR activator 0.4%, A-T KAP1 phos -0.7% and TSHR antag -3.1.
